# GAA spleen mod – lysosomal alpha-glucosidase (human) modulation; actives 0.006% (n = 240,000); AID 2112; Potency, µM (doses to about 79.9 µM), without a hit: at the highest dose activity change, negative = inhibition, usual class: inhibitors; human spleen homogenate, 4-MU-alpha-glucoside fluorescence; P10253;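 also: 0% = enzyme with vehicle and -100% = no enzyme basal signal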
#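 Enzyme source: human spleen homogenate, 1 ug/well. Buffer 50 mM citric acid/K phosphate pH 5.0, 0.01% Tween-20. 4-MU-alpha-glucoside 1 mM; 37 C x 40 min; NaOH/glycine stop; fluorescence.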
# Tau ThT inhib – blocks human tau fibril formation measured by thioflavin T; Potency, µM (series often up to 57.4 µM), for the others: top-dose activity, negative = inhibition, usual class: inhibitors; P10636; actives 2.1% (n = 270,000); AID 1460; recombinant tau K18 P301L, heparin-induced fibrillization, ThT fluorescence; also: % is scaled to controls: 0 for no effect and ±100 for the full control effect; nearly all actives have a fitted effect of over 55% in size
# Target sequence (P10636 561-689 P618L limits assumed): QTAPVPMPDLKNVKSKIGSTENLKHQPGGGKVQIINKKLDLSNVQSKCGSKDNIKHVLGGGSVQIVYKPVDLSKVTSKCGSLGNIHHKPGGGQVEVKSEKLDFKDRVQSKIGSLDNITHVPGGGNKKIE
#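 In this qHTS, human K18 P301L tau is incubated with compound and heparin for 6 hr at 37 C, and Thioflavin T fluorescence then reports fibril load.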
# HTT ATP protect – cytoprotection in Huntington HTT-Q103 PC12 cell model; Potency, µM (doses to about 56.4 µM), inactives show cytoprotection (ATP increase), actives largely listed as activators; PC12 HTT-Q103 induced, cytoprotection, ATP luminescence, 40 h; actives 0.14% (n = 230,000);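 also: % of control where 0% means no effect; nearly all actives have a fitted effect of over 45% in size; toxic huntingtin expression switched on by the ecdysone agonist tebufenozide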
#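 ATP quantification (ATPlite) reports survival of PC12 cells in which tebufenozide, 100 nM final, switches on Htt exon 1 with 103 glutamines linked to GFP; compounds are titrated.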
# Tau fibril FP – tau fibrillization inhibition (FP). K18 P301L tau heparin fibrillization, Alexa594 FP, 6 h. P10636. actives 0.39% (n = 280,000). Potency, µM (highest dose often 57.7 µM), without a hit: at the top dose activity, negative = inhibition, actives largely listed as inhibitors; also: % is scaled to controls: 0 for no effect and ±100 for the full control effect; nearly all actives have a fitted effect of over 55% in size
#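 Quantitative HTS format: compounds meet 15 uM recombinant K18 P301L tau and Alexa 594-tau tracer in 100 mM sodium acetate pH 7; 20 uM heparin triggers fibrillization at 37 C over 6 hr; FP gives the signal.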
# Tau fluor cs – counter-screen for tau fibril formation inhibitors. tau K18 P301L Alexa594 fluorescence, heparin fibrillization. Potency, µM (titrated, usually from 57.7 µM), without a hit: top-dose activity change, negative = decrease. actives 0.93% (n = 280,000); also: % is scaled to controls: 0 for no effect and ±100 for the full control effect; nearly all actives have a fitted effect of over 55% in size
#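 Human tau K18 P301L (15 uM unlabeled, 0.24 uM Alexa 594-labeled) in 100 mM sodium acetate pH 7 with 20 uM heparin, 6 hr at 37 C. ThT 30 uM added, 1 hr ambient; Alexa 594 FP and total fluorescence read at 555/632 nm.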
# GLA spleen mod – inhibits or activates alpha-galactosidase in human spleen homogenate. Potency, µM (highest dose often 80 µM), inactives show top-dose activity change, negative = inhibition, most hits filed as inhibitors. AID 2107. human spleen homogenate, 4MU-alpha-Gal fluorescence, 40 min. actives 0.008% (n = 240,000);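 also: 0% = enzyme with vehicle and -100% = no enzyme basal signal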
# Target sequence (P06280 32-429 limits assumed): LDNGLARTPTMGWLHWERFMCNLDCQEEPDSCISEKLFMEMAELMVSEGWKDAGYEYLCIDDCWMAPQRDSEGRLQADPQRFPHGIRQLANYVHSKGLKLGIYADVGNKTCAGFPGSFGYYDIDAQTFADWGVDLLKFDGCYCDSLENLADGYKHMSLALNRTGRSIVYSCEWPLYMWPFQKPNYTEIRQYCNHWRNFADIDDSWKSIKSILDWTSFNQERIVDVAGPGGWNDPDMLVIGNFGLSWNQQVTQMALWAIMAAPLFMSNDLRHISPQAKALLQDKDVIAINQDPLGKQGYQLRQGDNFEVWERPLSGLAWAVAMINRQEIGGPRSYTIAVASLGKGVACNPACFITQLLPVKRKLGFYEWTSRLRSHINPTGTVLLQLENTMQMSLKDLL
#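 Fluorogenic readout (Ex 365/Em 440 nm) of 4-methylumbelliferone released from 1 mM 4-MU-alpha-galactoside by spleen homogenate, 40 min at 37C, pH 5.0. Data normalized to no-enzyme and enzyme controls; Hill-equation AC50 from compound titrations.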
# GAA glycogen – GAA glycogen-cleavage inhibition or activation | P10253 | recombinant GAA, glycogen substrate, Amplex Red glucose oxidase fluorescence | Potency, µM (top dose mostly 76.4 µM), for inactives: at the highest dose activity change, negative = inhibition, most hits filed as inhibitors | actives 0.38% (n = 300,000);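 also: 0% = full enzyme reaction and -100% = no-enzyme basal signal; the screen sought inhibitors and activators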
#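 qHTS, 1536-well; enzyme 4 nM final; cpd up to 77 uM; substrate bovine liver glycogen 30 ug; 50 mM citrate/phosphate pH 5.0, 0.01% Tween-20; 37 C, 40 min; Amplex Red detection 45 min RT; Hill fit → AC50.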
# GAA inhib – alpha-glucosidase (human) inhibition. P10253. purified human GAA, 4-MU-alpha-glucoside fluorescence. Potency, µM (highest dose often 76.9 µM), without a hit: top-dose activity change, negative = inhibition, hits mostly inhibitors. actives 0.005% (n = 200,000). AID 1466;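 also: plate controls were uninhibited enzyme wells for no effect and no-enzyme background for full effect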
#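 Fluorescence at Ex 365/Em 440 nm from 4-methylumbelliferone reported enzyme activity after 20 min at room temperature. Reactions used 4 nM enzyme and 400 uM substrate at pH 5.0; curves fitted with the Hill equation.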
# * hit, by the source's call; ? = inconclusive; / = no result given; [ ] = remark or other dose. Calls follow the shape of the dose curve; as a rule, active = well fitted curve in the direction sought with a large enough effect; inconclusive = small, poorly fitted or top-dose-only effect, or another doubt; inactive = no such curve, though single readings can be large; an effect the other way counts as inactive or inconclusive. Potency is read from the fitted curve at half-maximal effect.
SMILES,GAA spleen mod,Tau ThT inhib,HTT ATP protect,Tau fibril FP,Tau fluor cs,GLA spleen mod,GAA glycogen,GAA inhib
c1ccc(-c2nc(-c3ccccn3)nc(-c3ccccn3)n2)nc1,-0.4%,4.9%,8.3%[10 µM],-0.9%,13.3%,2.0%,4.9%,/
CC(=O)Nc1nc(C)c(C(C)(C)C)s1,-3.8%,-3.2%,-17.9%[10 µM],-6.9%,-11.5%,-0.9%,0.2%,/
C=CCn1c(SCC(=O)Nc2ccc3c(c2)OCO3)nnc1-c1ccccc1OC,-3.1%,3.4%,-1.8%,4.8%,-3.7%,-3.8%,12.6%,-3.0%
COc1ccc(C2=C(O)C(C)N(c3ccccc3)C2=N)cc1OC (configuration not stated),-9.5%,-0.4%,-14.5%[10 µM],4.8%,4.4%,-16.1%,-10.7%,-8.1%
CCOc1cc(C2NC(=O)NC(O)(C(F)(F)F)C2C(=O)c2ccc(OC)cc2)ccc1O (configuration not stated),-1.7%,-4.8%,23.5%[10 µM],-3.9%,-10.6%,1.3%,-14.9%,6.2%
C=CCc1c(C)nc(-c2ccccc2)nc1N/N=C/c1ccccc1,-5.5%,-16.0%,30.0%[10 µM],-14.7%,?,-0.2%,-21.3%,-5.0%
O=C1NC(c2cccs2)C(C(=O)c2ccccc2)C(O)(C(F)(F)F)N1 (configuration not stated),3.2%,3.7%,-3.3%[10 µM],2.7%,4.9%,-2.1%,-1.0%,-1.0%
COC(=O)[C@@H]1[C@H](CCc2ccccc2)NC(=O)N(Cc2ccccc2)[C@@H]1C,-3.5%[17.4 µM],3.4%[11.5 µM],-6.8%[10 µM],-5.9%[11.6 µM],0.4%[11.6 µM],-5.8%[17.5 µM],/,/
Cc1nc(N)nc(Cl)c1Cc1ccc(Cl)cc1,/,-3.0%,-21.4%,-1.2%,-4.7%,5.0%,6.6%,-3.5%
Cc1nnc2sc(SCc3ccc(Br)cc3)nn2c1=O,6.7%,-11.4%,18.3%,-5.3%,-9.4%,4.2%,3.8%,-1.9%
CN(c1ccccc1)S(=O)(=O)c1ccc(NC(=O)c2cccs2)cc1,-3.4%,-10.6%,-42.9%[inhibitor],?,?,3.5%,-11.6%,-2.6%
CCOC(=O)c1[nH]c2ccc(OC)cc2c1NC(=O)CCN1CCCC(C)C1 (configuration not stated),-7.3%,5.4%,-23.5%,3.0%,6.7%,-6.4%,8.8%,-3.5%

# An excerpt from above, showing only GAA inhib and GAA glycogen:
Compound,GAA inhib,GAA glycogen
Cc1nnc2sc(SCc3ccc(Br)cc3)nn2c1=O,-1.9%,3.8%
CN(c1ccccc1)S(=O)(=O)c1ccc(NC(=O)c2cccs2)cc1,-2.6%,-11.6%

# (list continues)
SMILES,GAA spleen mod,Tau ThT inhib,HTT ATP protect,Tau fibril FP,Tau fluor cs,GLA spleen mod,GAA glycogen,GAA inhib
COC(=O)c1sc2cnccc2c1N,19.8%,-8.5%,10.5%[0.074 µM],0.8%,-10.5%,?,-5.9%,?
Cc1ccc(-c2cn3cccnc3n2)cc1,1.9%,-16.5%,-232.4%[inhibitor],0.8%,-7.7%,-2.0%,-8.2%,?
COc1ccc(C(CNC(=O)Cc2cc(OC)c(OC)c(OC)c2)N2CCCC2)cc1 (configuration not stated),3.8%,-8.2%,-14.6%,1.9%,0.3%,8.5%,-6.7%,-14.3%
CCn1c(NC(=O)c2ccc(F)cc2)c2ccccc2nc1=O,-3.6%,-19.8%,3.0%[10 µM],-2.5%,-7.1%,10.2%,4.4%,7.0%
CC(=O)c1cccc(NC(=O)CCS(=O)(=O)c2cccc3nonc23)c1,-12.0%,-0.8%,2.0%,-1.3%,-5.0%,2.6%,1.5%,-4.7%
O=C(c1cccc2ccccc12)C1CCCN(C(=O)CCCn2cncn2)C1 (configuration not stated),-1.6%,-13.0%,-4.6%[10 µM],-9.8%,-7.4%,-0.6%,3.7%,0.1%
COC(=O)Cc1c(O)ccn(CCc2c[nH]c3ccccc23)c1=O,2.7%,-0.6%,-6.0%,1.1%,2.3%,-8.5%,-9.8%,7.2%
CCC(Sc1ccc2nnc(-c3ccc(F)cc3)n2n1)C(=O)O (configuration not stated),1.4%,-6.2%,9.6%,2.6%,-0.1%,-12.0%,0.7%,6.7%
CC(C)(C)S(=O)(=O)c1cnc2c(-c3ccc(F)cc3)cnn2c1N,-3.4%,-0.8%,-17.0%,-5.5%,-7.6%,-8.3%,-5.9%,-4.4%
CCOC(=O)N1CCN(C(=O)c2ccccc2NC(=O)c2ccc(Br)cc2)CC1,-2.0%,-2.1%,4.5%[10 µM],-5.8%,-3.6%,1.9%,6.3%,0.4%
CCN1CCC(N(Cc2ccc3c(c2)OCO3)C(=O)Nc2cc(Cl)ccc2C(=O)OC)CC1,/,-8.4%,/,-0.7%,-2.4%,/,-12.9%[76.3 µM],/
Cc1ccc(NC(=O)Nc2ccccc2C(N)=O)cc1,-6.9%,-7.6%,16.0%[10 µM],0.0%,-13.6%,-6.2%,2.1%,8.1%

# Arranged by number of heavy atoms (ascending): part of the list above.
SMILES,GAA spleen mod,Tau ThT inhib,HTT ATP protect,Tau fibril FP,Tau fluor cs,GLA spleen mod,GAA glycogen,GAA inhib
COC(=O)c1sc2cnccc2c1N,19.8%,-8.5%,10.5%[0.074 µM],0.8%,-10.5%,?,-5.9%,?
Cc1ccc(-c2cn3cccnc3n2)cc1,1.9%,-16.5%,-232.4%[inhibitor],0.8%,-7.7%,-2.0%,-8.2%,?
Cc1ccc(NC(=O)Nc2ccccc2C(N)=O)cc1,-6.9%,-7.6%,16.0%[10 µM],0.0%,-13.6%,-6.2%,2.1%,8.1%
CCn1c(NC(=O)c2ccc(F)cc2)c2ccccc2nc1=O,-3.6%,-19.8%,3.0%[10 µM],-2.5%,-7.1%,10.2%,4.4%,7.0%
COC(=O)Cc1c(O)ccn(CCc2c[nH]c3ccccc23)c1=O,2.7%,-0.6%,-6.0%,1.1%,2.3%,-8.5%,-9.8%,7.2%
O=C(c1cccc2ccccc12)C1CCCN(C(=O)CCCn2cncn2)C1 (configuration not stated),-1.6%,-13.0%,-4.6%[10 µM],-9.8%,-7.4%,-0.6%,3.7%,0.1%
CCOC(=O)N1CCN(C(=O)c2ccccc2NC(=O)c2ccc(Br)cc2)CC1,-2.0%,-2.1%,4.5%[10 µM],-5.8%,-3.6%,1.9%,6.3%,0.4%
CCN1CCC(N(Cc2ccc3c(c2)OCO3)C(=O)Nc2cc(Cl)ccc2C(=O)OC)CC1,/,-8.4%,/,-0.7%,-2.4%,/,-12.9%[76.3 µM],/

# Continuation.
SMILES,GAA spleen mod,Tau ThT inhib,HTT ATP protect,Tau fibril FP,Tau fluor cs,GLA spleen mod,GAA glycogen,GAA inhib
O=C(c1ccco1)N1CCN(c2ncnc3c(-c4ccccc4)nsc23)CC1,-3.1%,?,-24.9%[10 µM],-5.7%,-21.0%,-3.0%,3.0%,?
COc1cc(Cl)c(C)cc1NC(=O)CNC(=O)Cn1ccc2ccccc2c1=O,/,-9.3%,/,-14.5%,-15.5%,/,5.9%[76.3 µM],/
CCC(CC)C(=O)Nc1c(C(=O)N2CCN(c3ccccc3F)CC2)oc2ccccc12,/,-17.6%,/,3.5%,-10.6%,/,3.2%[76.3 µM],/
COC(=O)c1sc(-c2ccccc2)cc1NC(C)=O,/,?,-27.6%,-2.5%,-21.5%,3.6%,0.5%,-5.6%
CN1c2ccsc2C(O)=C(C(=S)Nc2ccccc2)S1(=O)=O,-18.5%,?,-22.8%,-10.4%,-11.3%,-10.8%,-29.1%,-3.4%
CS(=O)(=O)N1CCN(C(=O)c2ccccc2)C1,-8.3%,-1.7%,-15.0%,-4.3%,-0.5%,-5.1%,-2.0%,?
O=C1CN(C(=O)COC(=O)c2cccc(OCc3ccccc3)c2)c2ccccc2N1,10.5%,5.8%,5.1%[10 µM],?,-28.4%,10.5%,-0.4%,5.2%
CCc1ccc(OCCNC(=O)OCc2ccccc2)cc1,-6.2%,?,/,-2.7%,-22.3%,3.0%,0.1%,-4.1%
N#Cc1cccc(NC(=O)c2nc(-c3ccccc3)n(-c3ccccc3)n2)c1,8.9%,-5.3%,3.1%[10 µM],-2.5%,-15.8%,4.0%,-3.5%,4.9%
CCOC(=O)N1CCc2c(sc3c2c(=O)n(Cc2ccccc2)c(=O)n3Cc2ccccc2Cl)C1,/,-0.7%,/,-10.2%,-7.5%,/,2.4%[76.3 µM],/
CC(C)(C)OC(=O)N1CCCC1C(=O)N1CCCC1C(=O)N1CCCC1C(=O)O (configuration not stated),5.2%,-1.3%,3.4%,-0.2%,1.3%,2.5%,2.5%,-1.5%
Cc1cccc(N2CCN(C(=O)c3cc4c(=O)n(C)c5ccccc5c4n3C)CC2C)c1 (configuration not stated),4.2%,?,-39.8%[inhibitor],-0.9%,-15.5%,11.3%,7.1%,-8.5%
CC(=O)c1cccc(N(C(=O)CNC(=O)c2ccco2)C(C(=O)NC2CCCC2)c2ccc(C)o2)c1 (configuration not stated),1.5%,7.7%,-16.1%[10 µM],6.6%[2.34 µM],8.4%,1.8%,9.8%,13.1%
O=C(NCc1ccccc1)/C(=C/c1ccc(OC(F)F)cc1)c1ccccc1,-7.5%,?,1.3%[10 µM],-2.8%,-16.1%,0.1%,-8.9%,-8.0%
COc1cccc(NC(=O)Cn2c(=O)n(CCc3ccc(OC)c(OC)c3)c(=O)c3ccccc32)c1,/,4.7%,/,?,-16.9%,/,17.0%[76.3 µM],/
CCn1c(=O)[nH]c(=O)c2c(N)c(C(=O)c3cc(F)ccc3F)sc21,-4.2%,-4.1%,33.2%[10 µM],4.8%,-6.7%,0.2%,2.0%,/
O=C(c1cc2c(s1)CCCCC2)N1CCN(c2ncccn2)CC1,-3.0%,?,-14.7%,7.9%,-5.3%,-13.9%,-9.3%,1.8%
CCn1c(SCc2ccccc2Cl)nc2nc3c(cc2c1=O)CCCC3,-4.2%,-7.0%,-3.7%[10 µM],-4.5%,-0.7%,-3.0%,6.7%,-4.1%
CN(C)c1ccc(-c2nc(Nc3ccncc3)c3ccccc3n2)cc1,5.6%,7.08µM*,-97.0%[inhibitor],?,7.08µM*[quencher],8.4%,/,/
CCOc1cc(/C=C2\SC(=S)N(N3CCOCC3)C2=O)ccc1O,-1.9%,0.6%,15.5%[10 µM],1.1%,0.1%,1.2%,4.0%,/

# Source: PubChem (National Center for Advancing Translational Sciences (NCATS))
